NCI-60 one-dose screen, 48 h, at 10 µM unless noted. Numbers give growth in % (100 = growth as untreated, 0 = no growth, -100 = all killed).
CAKI-1: CAKI-1 renal cancer. 75,000 compounds, 4.7% hits. AID 1794772
NCI-H23: NCI-H23 lung cancer; 80,000 compounds, 4% hits
A498: A498 renal cancer cells | 76,000 compounds, 5.4% hits | AID 1794774
RXF 393: RXF 393 renal cancer cells; 77,000 compounds, 6.9% hits
NCI-H460: NCI-H460 lung cancer | AID 1794736 | 82,000 compounds, 6.8% hits
NCI/ADR-RES: NCI/ADR-RES ovarian cells; 81,000 compounds, 4.4% hits
NCI-H522: NCI-H522 lung cancer. 78,000 compounds, 8% hits. AID 1794739
ACHN: ACHN renal cancer. 81,000 compounds, 4.9% hits. AID 1794771
NCI-H226: NCI-H226 lung cancer; 79,000 compounds, 3.5% hits
Active calls of the source: *; . = no result given; & = joins results of further samples; [ ] = another dose, or the depositor's remark. The calls were made as follows: active = growth percent below 10; inactive = the rest. Not all compounds are listed. The share of hits here may be higher or lower than overall.

no.	structure	CAKI-1	NCI-H23	A498	RXF 393	NCI-H460	NCI/ADR-RES	NCI-H522	ACHN	NCI-H226
1	CCCCOC(=O)C(Cl)(Cl)Cl	73	98	87	125	106	100	104	103	100
2	CN1CC(Br)C(=O)NC1=O (stereo not drawn)	104	101	116	92	95	111	71	100	112
3	O=C1NP(=O)(Cc2nc3ccccc3c(=O)[nH]2)Nc2ccccc21 (stereo not drawn)	97	95	.	114	110	97	95	99	94
4	CC(C)(C)C(=O)OCOP(=O)(OCOC(=O)C(C)(C)C)C1CCCN(O)C1=O (stereo not drawn)	5.9*	-13*	-24*	-9.3*	1.9*	1.9*	-7.6*	8.7*	-1.4*
5	C#CCN(C)C(C)Cc1ccccc1 (stereo not drawn)	114	94	111	96	110	100	.	95	107
6	COC(=O)[C@@H](NC(=O)c1cn(Cc2ccccc2)c2ccccc12)C(C)C	.	99	104	128	104	94	81	94	99
7	CCC(=O)NC1=C(N2CC2C)C(=O)C(NC(=O)CC)=C(N2CC2C)C1=O (stereo not drawn)	98	.	127	137	79	.	93	111	105
8	Cn1nnnc1N	96	117	95	113	104	122	119	115	101
9	Cc1ccc2oc(=O)c3c(c2c1)OC(N)=C(C#N)C3c1ccco1 (stereo not drawn)	91	98	105	.	105	102	92	101	92
10	COc1cc(/C=C\c2cc(OC)c(OC)c(OC)c2)cc(N/C=C\C(=O)c2cc(OC)c(OC)c(OC)c2)c1OC	.	30	-12*	17	17	19	6.5*	29	47
11	O=C(Nc1ccccc1)C(Cl)(Cl)Cl	100	104	105	102	111	107	105	112	97
12	Nc1nc(N)c2n[nH]nc2n1	93	101	139	.	111	111	103	89	92
13	CN(C)C(=O)Oc1cc(OC(=O)N(C)C)cc(C(O)CNC(C)(C)C)c1 (stereo not drawn)	95	94	91	114	118	102	100	107	104
14	N#CC(C#N)=C(C#N)C#N	125	106	110	111	106	110	.	95	101
15	CCOC(=O)c1c(C)n(Cc2ccccc2)c2cc(CN(C)C)c(O)cc12	62	57	43	67	53	63	78	82	91
16	O=c1cccc2n1C[C@H]1CNCC2C1	81	59	43	47	57	83	63	57	70
17	Cc1c([N+](=O)[O-])cc(S(=O)(=O)O)cc1[N+](=O)[O-]	94	106	98	127	115	107	118	102	117
18	CNC(=O)Oc1ccccc1C(Cl)(Cl)Cl	98	113	98	118	109	104	107	115	99
19	COc1ccc(-c2ccc(OC)c(OC)c2OC)cc1	15	46	.	11	12	-20*	.	56	87
20	O=C([Se]C1C=CCCC1)c1ccc(C(=O)[Se]C2C=CCCC2)s1 (stereo not drawn)	-62*	-74*	21	-92*	4.5*	-81*	-93*	-67*	-43*
21	CN(C)CCS(=O)(=O)C(c1ccccc1)c1ccccc1	100	99	90	112	110	106	79	102	94
22	CC(=O)C1COC(=O)C1 (stereo not drawn)	96	108	110	107	113	111	106	111	106
23	COC(=O)C1C(C(=O)O)C2(Cl)C(Cl)=C(Cl)C1(Cl)C2(Cl)Cl (stereo not drawn)	87	101	117	108	110	102	104	99	101
24	CC(C)=CC1C(C(=O)OCc2cccc(Oc3ccccc3)c2)C1(C)C (stereo not drawn)	60	89	70	121	99	95	73	92	102

For convenience, some entries already given:
no.	structure	CAKI-1	NCI-H23	A498	RXF 393	NCI-H460	NCI/ADR-RES	NCI-H522	ACHN	NCI-H226
16	O=c1cccc2n1C[C@H]1CNCC2C1	81	59	43	47	57	83	63	57	70
17	Cc1c([N+](=O)[O-])cc(S(=O)(=O)O)cc1[N+](=O)[O-]	94	106	98	127	115	107	118	102	117
18	CNC(=O)Oc1ccccc1C(Cl)(Cl)Cl	98	113	98	118	109	104	107	115	99
19	COc1ccc(-c2ccc(OC)c(OC)c2OC)cc1	15	46	.	11	12	-20*	.	56	87
20	O=C([Se]C1C=CCCC1)c1ccc(C(=O)[Se]C2C=CCCC2)s1 (stereo not drawn)	-62*	-74*	21	-92*	4.5*	-81*	-93*	-67*	-43*
21	CN(C)CCS(=O)(=O)C(c1ccccc1)c1ccccc1	100	99	90	112	110	106	79	102	94

Other compounds:
no.	structure	CAKI-1	NCI-H23	A498	RXF 393	NCI-H460	NCI/ADR-RES	NCI-H522	ACHN	NCI-H226
25	CSP(=S)(SC)SC(C)C	105	113	103	105	100	113	93	107	92
26	CC(=O)Nc1ccc(S(=O)(=O)F)cc1Cl	102	100	109	103	109	102	88	96	102
27	O=C1Nc2ccccc2Oc2ccccc21	99	100	113	108	115	113	89	97	112
28	O=C(OCCN1CCCCC1)C(O)(c1ccccc1)c1ccccc1	97	100	91	106	100	103	81	103	100
29	C=CCOP1(OCC=C)=NP(OCC=C)(OCC=C)=NP(OCC=C)(OCC=C)=N1	101	106	93	124	104	106	100	98	106
30	CC(c1cccc(Nc2ncnc3nc[nH]c23)c1)N(CCCl)CCCl (stereo not drawn)	84	89	.	97	74	89	81	83	83
31	C1=C(N2CCOCC2)CCCC1	76	94	101	96	102	99	94	94	94
32	CCCCN(N=O)C(=O)OCC	61	107	91	97	104	111	.	103	102
33	C[C@@H]1[C@H](c2ccccc2)OCN1C	90	103	113	.	104	110	99	93	102
34	CCCCCCCNC(=O)CI	92	87	67	87	101	96	106	117	90
35	COc1ccc(C2=C3CC[C@@H]4[C@H](CC[C@]5(C)C(=O)CC[C@@H]45)C3=CC3C(O)c4ccccc4N4C(=O)COC234)cc1 (stereo partly drawn)	76	92	87	103	97	98	89	99	85
36	CC(C)(O)C(Cl)(Cl)Cl	95	105	83	102	104	103	123	111	100
37	CC(=O)[O][Hg][c]1c(N)c(C)cc(C)c1F	46	49	101	.	44	75	-42*	63	90
38	C[N+](C)(C)Cc1cccc(C(F)(F)F)c1	96	102	102	108	119	107	87	100	95
39	CCOCCOC(=O)CCOCCN1CC1	92	102	100	108	108	.	106	101	93
40	CNC(=O)Oc1cccc(C=O)c1	90	.	99	99	105	111	70	106	105
41	Cc1ccc(-c2nc3ccc(Cl)cc3c(=O)n2-c2ccccc2)cc1	83	92	108	93	98	96	80	83	98
42	N#C[Se]CCOC(=O)CCCCC1SCC2NC(=O)NC21 (stereo not drawn)	101	96	124	98	109	100	93	99	94
43	O=S(=O)(F)c1cccc(Cl)c1C[P+](c1ccccc1)(c1ccccc1)c1ccccc1	94	108	122	.	106	109	89	98	93
44	C#C[C@]1(O)CC[C@H]2[C@@H]3CC[C@@]45O[C@@H]4C(=O)CC[C@]5(C)[C@H]3CC[C@@]21C	108	97	92	113	103	101	95	110	107
45	NNP(=O)(c1ccccc1)c1ccccc1	100	106	77	94	105	104	105	102	89
46	CC(CN1CCOCC1)C(C#N)(c1ccccc1)c1ccccc1 (stereo not drawn)	100	105	99	120	109	104	.	96	108
47	CN1C(=O)C(=Cc2cn(C[C@@H](O)Cn3c4ccccc4c(=O)c4ccccc43)c3ccccc23)C(=O)N(C)C1=O	91	88	91	91	79	93	72	78	71
48	O[C@@]12C[C@@H]([C@H]3CO[C@@H]1O3)n1nnnc1N2	94	95	99	102	107	101	75	108	.
49	O=C1c2ccccc2C(=O)N1[N+](=O)[O-]	106	95	94	103	102	98	89	111	96
50	O=C(NC(Cl)=C(Cl)Cl)P(=O)(c1ccccc1)c1ccccc1	86	105	102	100	114	107	99	112	101
51	Oc1ccc2c3c1OC1[C@@H](O)CC[C@@]4(O)[C@@H](C2)N(CC2CCC2)CC[C@]314 (stereo partly drawn)	94	104	95	98	115	102	86	.	99
52	CCC(C)N1CCN(c2ccccc2OC)CC1 (stereo not drawn)	95	95	121	118	107	98	89	100	105
53	COc1cc2c(cc1OC)[C@@]13CCN4CC5=CCO[C@H]6CC(=O)N2[C@H]1[C@H]6[C@H]5C[C@H]43	96	94	102	112	100	106	98	105	101
54	Sc1ccc(Cl)cc1	87	104	103	118	107	111	97	101	99
55	Nc1ccc(Sc2ccc(N)cc2)cc1	104	109	87	106	107	108	86	103	90
56	CN1C2CCC1CC(OC(=O)c1ccc(O)cc1)C2 (stereo not drawn)	110	101	134	105	124	99	98	101	111
57	CNC(=O)Oc1ccccc1OC(C)C	103&93	94&89	85	116&111	108	98&117	90&94	100&97	114&99
58	O=C(Nc1ccccc1)OCC(Cl)(Cl)Cl	93	99	94	103	108	108	85	99	100
59	C/C(CC(C)(C)N1CC1)=N\NC(=O)NC1CCCCC1	97	95	78	103	115	.	101	109	106
60	Cc1ccc(S(=O)(=O)n2cc(C=C3C(=O)N(C)C(=O)N(C)C3=O)c3ccccc32)cc1	98	92	104	48	94	90	85	85	95
61	CCOP(=S)(Nc1cccc(C(F)(F)F)c1)OCC	96	.	99	107	110	105	87	108	104
62	O=P(O)(O)CO	125	108	115	108	104	106	.	104	105
63	O=C(NCCF)NCCCl	99	101	99	105	103	100	83	99	105
64	NNC(=O)CC[C@H](N)C(=O)O	100[20 µM]	101[20 µM]	83[20 µM]	101[20 µM]	106[20 µM]	108[20 µM]	90[20 µM]	100[20 µM]	104[20 µM]

A second format for some results above.
Fields: CAKI-1, NCI-H23, A498, RXF 393, NCI-H460, NCI/ADR-RES, NCI-H522, ACHN, NCI-H226
64: NNC(=O)CC[C@H](N)C(=O)O
 : 100[20 µM], 101[20 µM], 83[20 µM], 101[20 µM], 106[20 µM], 108[20 µM], 90[20 µM], 100[20 µM], 104[20 µM]
63: O=C(NCCF)NCCCl
 : 99, 101, 99, 105, 103, 100, 83, 99, 105
57: CNC(=O)Oc1ccccc1OC(C)C
 : 103&93, 94&89, 85, 116&111, 108, 98&117, 90&94, 100&97, 114&99
59: C/C(CC(C)(C)N1CC1)=N\NC(=O)NC1CCCCC1
 : 97, 95, 78, 103, 115, ., 101, 109, 106
60: Cc1ccc(S(=O)(=O)n2cc(C=C3C(=O)N(C)C(=O)N(C)C3=O)c3ccccc32)cc1
 : 98, 92, 104, 48, 94, 90, 85, 85, 95
58: O=C(Nc1ccccc1)OCC(Cl)(Cl)Cl
 : 93, 99, 94, 103, 108, 108, 85, 99, 100
62: O=P(O)(O)CO
 : 125, 108, 115, 108, 104, 106, ., 104, 105

Screening results from PubChem.
